RNase H inhibition – RNase H inhibition, HIV 1 Gag Pol polyprotein, FRET biochemical assay, screening (AID 372) | HIV-1 RT RNase H, FRET RNA/DNA substrate fluorescence; higher % means a stronger effect | one-dose inhibition, % at 10 µM; IC50 in µM for titrated hits | actives 0.77% (n = 100,000); in the data active = inhibition above about 50%
* marks the source's active call; other numbers are inactive results. Some of the compounds tested; the hit share may differ from the screen's.

Cc1ccc(-c2csc(/C(C#N)=C/Nc3cccc(Br)c3)n2)cc1C
  RNase H inhibition = 6.0%

Cc1nc(N(CCC#N)CCC#N)sc1C(C)(C)C
  RNase H inhibition = 0.0%

O=C(Nc1cccc([N+](=O)[O-])c1)c1ccc2c(c1)C(=O)N(c1ccccc1)C2=O
  RNase H inhibition = 12.0%

O=C(Nc1cccc(Cl)c1Cl)C1COc2ccccc2O1 (centres undefined)
  RNase H inhibition = 34.0%

O=C(/C=C/c1ccc([N+](=O)[O-])cc1)Nc1ccccc1C(=O)Nc1cccc(C(=O)O)c1
  RNase H inhibition = 14.0%

COc1ccc(C2NC(=O)NC(C)=C2C(=O)OCCSC)cc1 (centres undefined)
  RNase H inhibition = 5.0%

O=C(Nc1cccc2c1CCCC2)c1cccc(I)c1
  RNase H inhibition = 7.0%

CN1/C(=C\C(=O)Nc2ccc(Cl)cc2)c2ccccc2CC1(C)C
  RNase H inhibition = 10.0%

COc1ccccc1NC(=S)NC(=O)c1ccccc1F
  RNase H inhibition = 11.0%

COc1ccc(-n2c(SCC(=O)c3ccccc3)nc(O)c(Cc3ccccc3)c2=O)cc1
  RNase H inhibition = 0.0%

O=C(N/N=C/c1ccccc1C(=O)O)c1cc2ccccc2cc1O
  RNase H inhibition = 3.0%

COc1ccc(OCCOCCOc2cc(C)c(Br)cc2C)cc1
  RNase H inhibition = 23.0%

Cc1occc1C(=O)N/N=C/c1cc(I)cc(I)c1O
  RNase H inhibition = 21.0%

CCOC(=O)c1c(C)nc2c(c1-c1ccc(OC)cc1)/C(=N/O)CC(C)(C)C2
  RNase H inhibition = 7.0%

Clc1ccccc1-c1nnc(-c2ccc(Br)cc2)o1
  RNase H inhibition = 13.0%

Cc1ccccc1CC(CC(=O)O)C(=O)O (centres undefined)
  RNase H inhibition = 0.0%

COc1cccc(OCCOCCOc2ccc(C)cc2[N+](=O)[O-])c1
  RNase H inhibition = 9.0%

O=C(Cc1ccccc1)Nc1cc([N+](=O)[O-])ccc1F
  RNase H inhibition = 3.0%

Cc1cc(N2C(=O)NC(=O)/C(=C\c3ccco3)C2=O)ccc1Br
  RNase H inhibition = 17.0%

CCOC(=O)C1=C(C)NC(=S)NC1c1cccc2ccccc12 (centres undefined)
  RNase H inhibition = 6.0%

COc1cccc(-c2cc(C(=O)Nc3ccc(Cl)c(Cl)c3)c3ccccc3n2)c1
  RNase H inhibition = 6.0%

O=C(Nc1c(F)cc(F)cc1Br)c1cc2n(n1)C(C(F)(F)F)CC(c1ccc(Cl)cc1)N2 (centres undefined)
  RNase H inhibition = 12.0%

COc1cccc(NC(=O)c2cccc([N+](=O)[O-])c2)c1
  RNase H inhibition = 3.0%

C=CCSCC(=O)Oc1ccc(/C=N/n2cnnc2)cc1OC
  RNase H inhibition = 15.0%

CS(=O)(=O)N(CC(=O)Nc1ccc(OCc2ccccc2)cc1)c1ccccc1F
  RNase H inhibition = 7.0%

C#CCOc1ccc(/C=C2\C(=O)NC(=O)N(c3cc(C)cc(C)c3)C2=O)cc1OC
  RNase H inhibition = 0.0%

COc1ccccc1OCCOCCNCCN
  RNase H inhibition = 1.0%

Cc1ccc(OCC(=O)N=Nc2c(O)[nH]c3c(Br)cc(Br)cc23)cc1
  RNase H inhibition = 8.0%

COc1cccc(-c2cc(C(=O)O)c3cc(Br)ccc3n2)c1
  RNase H inhibition = 2.0%

Cc1ccc(NC(=O)CSc2nc3ccccc3s2)cc1C
  RNase H inhibition = 41.0%

CCOC(=O)c1cc(-c2ccc(Cl)cc2)nc2ccccc12
  RNase H inhibition = 11.0%

O=C(NC(=S)Nc1ccc(Cl)c(-c2nc3ccccc3[nH]2)c1)c1ccccc1Cl
  RNase H inhibition = 14.0%

CCOc1ccc(/C=C/C(=O)NC(c2ccccc2)c2ccccc2)cc1OC
  RNase H inhibition = 15.0%

COc1ccccc1N1C(=O)/C(=C/c2ccc(N(C)C)cc2)SC1=S
  RNase H inhibition = 10.0%

COc1ccc(NC(=O)CN(c2cccc(Cl)c2)S(C)(=O)=O)cc1
  RNase H inhibition = 9.0%

c1ccc(N2N=C(c3cccs3)CC2c2ccco2)cc1 (centres undefined)
  RNase H inhibition = 13.0%

CCOC(=O)C1=C(C)N2CCN=C2S1
  RNase H inhibition = 2.0%

CCC(=O)Nc1nc(C)c(-c2csc(Nc3ccc(O)cc3)n2)s1
  RNase H inhibition = 7.0%

CN(c1ccccc1)c1ccc(C2NN=C(c3ccccc3)S2)cc1 (centres undefined)
  RNase H inhibition = 24.0%

N#C/C(=C\c1ccc(-c2ccc(Cl)c(Cl)c2)o1)c1ccccc1
  RNase H inhibition = 12.0%

Cc1ccc(-c2cc(C(F)(F)F)n3ncc(C(=O)N4CCN(C)CC4)c3n2)cc1
  RNase H inhibition = 8.0%

NC(=O)c1ccc(NC(=O)c2ccccc2C(=O)O)cc1
  RNase H inhibition = 3.0%

O=c1oc2cc(OC/C=C/c3ccccc3)ccc2cc1-c1ccccn1
  RNase H inhibition = 0.0%

O=C(Nc1ccccc1C(=O)N1CCOCC1)c1ccc(Cl)cc1
  RNase H inhibition = 3.0%

COC(=O)c1ccc(NC(=O)c2ccc(C(C)(C)C)cc2)cc1
  RNase H inhibition = 2.0%

The list continues:
| SMILES | RNase H inhibition |
| --- | --- |
| O=C(/C=C/c1ccccc1)Nc1ccc(NC(=O)c2ccc(Br)cc2)cc1 | 25.0% |
| O=C(Nc1ccc(S(=O)(=O)Nc2nccs2)cc1)c1cc(-c2ccc(Br)cc2)nc2ccccc12 | 9.0% |
| CCOC(=O)c1sc(NC(=O)c2ccc(Br)s2)nc1-c1ccccc1 | 3.0% |
| O=C(Nc1ccc(Cc2ccncc2)cc1)c1ccc(Cl)c([N+](=O)[O-])c1 | 15.0% |
| CCN(CC)S(=O)(=O)c1ccc(N=Nc2c(O)[nH]c(=O)[nH]c2=O)cc1 | 10.0% |
| COc1cc(SC)ccc1C(=O)N1CCN(c2ccc([N+](=O)[O-])cc2)CC1 | 18.0% |
| Cc1ccc2nc(NC(=O)c3ccccc3I)sc2c1 | 3.0% |
| O=C(Cn1c2ccccc2c(=O)c2ccccc21)N/N=C/c1cc([N+](=O)[O-])ccc1N1CCCCC1 | 7.0% |
| FC(F)(F)c1cc(-c2ccccc2)no1 | 3.0% |
| C=CCN1C(=O)/C(=C\c2ccc(OCCCOc3ccccc3)cc2)SC1=S | 14.0% |

A draw from above in order of SMILES length, lowest first.
| SMILES | RNase H inhibition |
| --- | --- |
| FC(F)(F)c1cc(-c2ccccc2)no1 | 3.0% |
| Cc1ccc2nc(NC(=O)c3ccccc3I)sc2c1 | 3.0% |
| Cc1ccc(NC(=O)CSc2nc3ccccc3s2)cc1C | 41.0% |
| c1ccc(N2N=C(c3cccs3)CC2c2ccco2)cc1 (centres undefined) | 13.0% |
| COc1ccc(OCCOCCOc2cc(C)c(Br)cc2C)cc1 | 23.0% |
| C=CCSCC(=O)Oc1ccc(/C=N/n2cnnc2)cc1OC | 15.0% |
| CCOC(=O)c1cc(-c2ccc(Cl)cc2)nc2ccccc12 | 11.0% |
| CCOC(=O)C1=C(C)NC(=S)NC1c1cccc2ccccc12 (centres undefined) | 6.0% |
| COc1cccc(-c2cc(C(=O)O)c3cc(Br)ccc3n2)c1 | 2.0% |
| O=C(N/N=C/c1ccccc1C(=O)O)c1cc2ccccc2cc1O | 3.0% |
| COC(=O)c1ccc(NC(=O)c2ccc(C(C)(C)C)cc2)cc1 | 2.0% |
| CCC(=O)Nc1nc(C)c(-c2csc(Nc3ccc(O)cc3)n2)s1 | 7.0% |
| CN1/C(=C\C(=O)Nc2ccc(Cl)cc2)c2ccccc2CC1(C)C | 10.0% |
| COc1ccccc1N1C(=O)/C(=C/c2ccc(N(C)C)cc2)SC1=S | 10.0% |
| C=CCN1C(=O)/C(=C\c2ccc(OCCCOc3ccccc3)cc2)SC1=S | 14.0% |
| Cc1ccc(OCC(=O)N=Nc2c(O)[nH]c3c(Br)cc(Br)cc23)cc1 | 8.0% |
| CS(=O)(=O)N(CC(=O)Nc1ccc(OCc2ccccc2)cc1)c1ccccc1F | 7.0% |
| COc1cccc(-c2cc(C(=O)Nc3ccc(Cl)c(Cl)c3)c3ccccc3n2)c1 | 6.0% |
| O=C(NC(=S)Nc1ccc(Cl)c(-c2nc3ccccc3[nH]2)c1)c1ccccc1Cl | 14.0% |
| C#CCOc1ccc(/C=C2\C(=O)NC(=O)N(c3cc(C)cc(C)c3)C2=O)cc1OC | 0.0% |
| O=C(Nc1ccc(S(=O)(=O)Nc2nccs2)cc1)c1cc(-c2ccc(Br)cc2)nc2ccccc12 | 9.0% |

Continuation:
| SMILES | RNase H inhibition |
| --- | --- |
| O=C(NC(=S)Nc1cc(Cl)ccc1Cl)c1ccccc1I | 16.0% |
| COc1ccc(C(=O)/C=C/Nc2ccc([N+](=O)[O-])cc2Br)cc1OC | 12.0% |
| CN1C(=O)C(O)(CC(=O)c2ccc(Cl)cc2)c2ccccc21 (centres undefined) | 3.0% |
| C/C(=N\Nc1cc(-c2ccccc2)nc(-c2ccc(Br)cc2)n1)c1ccc(I)cc1 | 28.0% |
| COc1cc(NC(=O)c2cccnc2)ccc1NC(=O)c1ccco1 | 1.0% |
| O=C1c2ccccc2S(=O)(=O)N1CC(O)Cn1c2ccc(Br)cc2c2cc(Br)ccc21 (centres undefined) | 0.0% |
| COc1ccc(C=Nc2cccc([N+](=O)[O-])c2)c2ccccc12 | 27.0% |
| O=C(Cc1ccccc1)NN=C1c2ccccc2-c2ccccc21 | 2.0% |
| COc1ccc(C(=O)/C=C\Nc2ccc(Cl)cc2[N+](=O)[O-])c(OC)c1 | 15.0% |
| CCOC(=O)CCCN1C(=O)/C(=C/c2ccc(C)cc2)SC1=S | 20.0% |
| Cc1onc(-c2ccccc2)c1C(=O)N1CCN(Cc2ccc3c(c2)OCO3)CC1 | 0.0% |
| O=C(NC(=S)Nc1cccc(-c2nc3cc(Cl)cc(Cl)c3o2)c1)c1cccc(F)c1 | 58.0%* |
| COc1ccc(C(=O)Nc2ccc3ccccc3c2)cc1 | 0.0% |
| COc1cc(/C=N\NC(=O)C2COc3cc4ccccc4cc3O2)cc(OC)c1OC (centres undefined) | 9.0% |
| CCOC(=O)C1=C(C)N=c2s/c(=C\c3cc(Br)cc(OC)c3O)c(=O)n2C1c1ccccc1 (centres undefined) | 18.0% |
| CCc1ccc(C2C(C(=O)OC)=C(C)NC3=C2C(=O)CC(C)(C)C3)s1 (centres undefined) | 10.0% |
| CC(C)(C)c1ccc(C(=O)NC2CCCC2)cc1 | 2.0% |
| O=S(=O)(Oc1ccccc1)c1ccc2c(c1)Cc1cc(S(=O)(=O)Oc3ccccc3)ccc1-2 | 17.0% |
| COc1ccc(CCNC(=O)C2CCCCC2C(=O)O)cc1 (centres undefined) | 0.0% |
| CN(C)S(=O)(=O)N=C1C=CC(=NS(=O)(=O)N(C)C)C=C1 | 15.0% |
| CCOC(=O)N1c2ccccc2C(C)(c2ccccc2)CC1(C)C (centres undefined) | 8.0% |
| COC(=O)c1sc(NC(=O)C(Sc2ccccc2)c2ccccc2)c(C#N)c1C (centres undefined) | 18.0% |
| Cc1ccc(S(=O)(=O)Oc2cccc3ccc(C=O)nc23)cc1 | 11.0% |
| C=CCNc1nc(-c2c(C)nc3ccccn23)cs1 | 10.0% |
| CNc1cnn(-c2ccccc2)c(=O)c1Cl | 0.0% |
| Cc1cc([N+](=O)[O-])ccc1-c1ccc(C(=O)NC(C)(C)C)o1 | 0.0% |
| COc1ccc(C(=O)Nc2sc3c(c2C(=O)OC(C)C)CCCCC3)cc1OC | 16.0% |
| Cc1c(Cc2ccccc2)c(Nc2ccc(Br)cc2)n2c(nc3ccccc32)c1C#N | 10.0% |
| N/C(=N\OC(=O)c1ccccc1Cl)c1cccc([N+](=O)[O-])c1 | 2.0% |
| CCCOc1ccc2c3c(c(=O)oc2c1OCCC)CCCC3 | 15.0% |
| O=C(N(c1cccc(C(F)(F)F)c1)C1C=CS(=O)(=O)C1)C(Cl)(Cl)Cl (centres undefined) | 0.0% |
| O=C(NC(=S)Nc1ccc2oc(-c3cccnc3)nc2c1)c1ccccc1F | 21.0% |
| Cc1ccc(-c2nc3ccccc3c(C(=O)Nc3cccc(Cl)c3)c2C)cc1 | 8.0% |
| Cc1ccc(C2CC(=O)Nc3c2cc(Br)c2ccccc32)s1 (centres undefined) | 31.0% |
| COc1cc(OC)c(/C=N/n2c(-c3ccc(Cl)cc3)n[nH]c2=S)c(OC)c1 | 18.0% |
| COc1ccc(NS(=O)(=O)c2cccc(S(=O)(=O)c3ccccc3)c2)cc1 | 11.0% |
| COC(=O)C1=C(C)NC2=C(C(=O)CC(c3ccccc3Cl)C2)C1c1ccc(N(C)C)cc1 (centres undefined) | 32.0% |
| O=C(N/N=C/c1ccc(F)cc1)c1cc(Cl)cc(Cl)c1O | 4.0% |
| COc1cc([N+](=O)[O-])ccc1-c1ccc(/C=C2/C(C)=C(C#N)c3nc(N)c(C#N)c(C)c32)o1 | 18.0% |
| CCOC(=O)c1ccc(NC(=O)C(=O)N/N=C\c2ccc(-c3ccc(Cl)c(Cl)c3)o2)cc1 | 12.0% |
| O=C(N/N=C/c1cc(Br)c(O)c(Br)c1)NC12CC3CC(CC(C3)C1)C2 | 6.0% |
| COc1cc(/C=C(/C#N)c2nc3ccccc3[nH]2)ccc1OC(C)C | 8.0% |
| O=C(c1ccc(N2CCN(C(=O)c3ccc(F)cc3)CC2)cc1)c1cccc(F)c1 | 21.0% |
| Cc1nnc(C)n1/N=C\c1ccc(C(F)(F)F)cc1 | 1.0% |
| O=C(CCCN1C(=O)c2cccc3cccc(c23)C1=O)OC/C=C/c1ccccc1 | 16.0% |
| O=C(CN1C(=O)c2ccccc2C1=O)Nc1ccc(C(=O)Nc2cccc(O)c2)cc1 | 4.0% |
| COc1cc(/C=C2\SC(N3CCCCCC3)=NC2=O)cc(OC)c1OC | 6.0% |
| CCOC(=O)c1c[nH]c2cc(OC)ccc2c1=O | 13.0% |
| O=C(Nc1ccccc1F)c1cc(-c2cccc(Br)c2)nc2ccccc12 | 8.0% |

Screening data: PubChem, MTDP
